TDP43 rescue – inhibitors of TDP-43 toxicity in yeast. AID 652104. 1.8% of 410,000 active. TDP-43 expressing yeast growth rescue, BacTiter-Glo, 24 h. Potency, µM (highest dose often 46.1 µM), for inactives: at the highest dose growth rescue (activation), actives largely listed as activators; also: potency is read from the fitted curve at half-maximal effect; % of control where 0% means no effect; nearly all actives have a fitted effect of over 50% in size
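In this qHTS, compounds that restore growth of yeast expressing TDP-43 appear as activators. Cells (OD600=0.02, galactose medium, raffinose-pregrown) are incubated with compound 24 hr at 30 deg C and growth is quantified by BacTiter-Glo.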
GLP1R cytotox – cytotoxicity in counter-screen for GLP-1R inverse agonists; 0.13% of 410,000 active; Potency, µM (series often up to 38.3 µM), inactives show at the highest dose activity change, negative = inhibition, hits mostly inhibitors; AID 624418; HEK293 cAMP-luciferase reporter cells, luminescence, 24 h;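 also: loss of luciferase light is scored as toxicity; potency is read from the fitted curve at half-maximal effect; % is scaled to controls: 0 for no effect and ±100 for the full control effect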
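A 23 nL compound transfer followed 12 hours of cell culture at 37 deg C; exposure then lasted 24 hr. Luciferase assay detection reagent was dispensed and plates read for luminescence after a 12 min room-temperature wait.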
D3 ag – activates the human D3 dopamine receptor | D3R DiscoveRx beta-arrestin cells, luminescence, 90 min | 0.58% of 410,000 active | max activation, %; in the data active = max activation above about 30%; also: 0% is about no effect; mostly tested at two doses, the higher about 12 µM
Target sequence (P35462 whole entry, looked up): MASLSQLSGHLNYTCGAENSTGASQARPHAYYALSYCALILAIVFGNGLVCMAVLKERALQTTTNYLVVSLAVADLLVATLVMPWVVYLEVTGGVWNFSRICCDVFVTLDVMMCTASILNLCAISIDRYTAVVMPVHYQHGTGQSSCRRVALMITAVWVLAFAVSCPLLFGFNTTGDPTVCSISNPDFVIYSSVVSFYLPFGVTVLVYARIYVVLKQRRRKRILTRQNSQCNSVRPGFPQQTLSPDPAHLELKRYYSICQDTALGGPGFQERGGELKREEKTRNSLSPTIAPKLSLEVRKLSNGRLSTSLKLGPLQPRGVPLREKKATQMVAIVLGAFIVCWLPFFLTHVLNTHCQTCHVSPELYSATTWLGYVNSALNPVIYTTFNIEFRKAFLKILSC
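Agonist-mode cell screen: cells plated at 1500/well and incubated overnight at 37 °C, then exposed to library compounds for 90 min at 37 °C. Detection reagent was added for 30–60 min at room temperature, and luminescence was read.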
GLP1R inv ag – acts as inverse agonist at human GLP-1 receptor; Potency, µM (top dose mostly 38.3 µM), inactives show at the highest dose activity change, negative = inhibition, most hits filed as inhibitors; HEK293 GLP-1R CRE-luciferase, luminescence, 24 h; GLP-1R form is constitutively active; 1.6% of 410,000 active; P43220; also: potency is read from the fitted curve at half-maximal effect; % is scaled to controls: 0 for no effect and ±100 for the full control effect; nearly all actives have a fitted effect of over 55% in size
Target sequence (P43220 whole entry, looked up): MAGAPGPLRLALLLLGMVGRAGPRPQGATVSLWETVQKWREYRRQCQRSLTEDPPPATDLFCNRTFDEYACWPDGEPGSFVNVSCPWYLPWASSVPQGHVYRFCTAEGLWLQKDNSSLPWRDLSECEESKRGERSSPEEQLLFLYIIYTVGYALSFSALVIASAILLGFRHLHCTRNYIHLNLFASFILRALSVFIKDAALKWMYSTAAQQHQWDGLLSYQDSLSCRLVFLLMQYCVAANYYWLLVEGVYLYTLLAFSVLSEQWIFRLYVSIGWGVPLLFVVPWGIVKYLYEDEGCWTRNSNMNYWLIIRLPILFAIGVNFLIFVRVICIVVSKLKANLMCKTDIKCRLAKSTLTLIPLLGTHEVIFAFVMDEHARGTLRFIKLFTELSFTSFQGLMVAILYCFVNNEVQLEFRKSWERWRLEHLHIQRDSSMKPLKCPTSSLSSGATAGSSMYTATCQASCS
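Luminescence readout: a drop in cAMP-driven luciferase signal flags inverse agonism at a constitutively active GLP-1R stably expressed in HEK293. Compound exposure lasted 24 hr at 37 deg C, 5% CO2.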
PTHR1 agonist – agonists of human PTHR1 parathyroid hormone receptor; Q03431; HEK293 GP2 PTHR1 cells, GloSensor cAMP luminescence, 1 h; Potency, µM (series often up to 115 µM), for inactives: at the highest dose activation, most hits filed as activators; 0.075% of 410,000 active; also: potency is read from the fitted curve at half-maximal effect; nearly all actives have a fitted effect of over 55% in size; some results filed as inactive show a strong effect at the top dose; inactives centre near -15; many of its hits are not listed in these tables
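HEK-293-derived GP2 cells expressing PTHR1 and a GloSensor cAMP reporter, 3,000/well, plated overnight, given luciferin plus IBMX (each 0.5 mM as added) for 1 h at 37 °C, then compound for 1 h at 37 °C. Luminescence was read after 15 min at room temperature.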
GLP-1R agonist – agonists of human GLP-1 receptor; P43220; HEK293 GLP-1R CRE-luciferase, luminescence, 4-6 h; cells express a hypersensitive GLP-1R form; Potency, µM (titrated, usually from 45.6 µM), for the others: top-dose activation, usual class: activators; 0.007% of 380,000 active; AID 624172; also: potency is read from the fitted curve at half-maximal effect; % of control where 0% means no effect
aSyn rescue – rescues yeast growth from alpha-synuclein toxicity. Yeast expressing alpha-synuclein, growth rescue, BacTiter-Glo, 24 h. Potency, µM (highest dose often 46.1 µM), for the others: at the top dose growth rescue (activation), usual class: activators. 0.14% of 370,000 active. AID 652106; also: potency is read from the fitted curve at half-maximal effect; % of control where 0% means no effect; nearly all actives have a fitted effect of over 65% in size
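Readout is rescue of growth in alpha-synuclein-expressing yeast, so inhibitors of toxicity appear as activators. Growth after 24 hr at 30 deg C in galactose medium is quantified by luminescence.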
D3 antag – antagonists of human D3 dopamine receptor; P35462; D3R cells, DiscoveRx beta-arrestin luminescence, antagonist mode; hits give low values; max response, negative = inhibition, %; 2.5% of 360,000 active; AID 652054; in the data active = max response below about -50%; inconclusive = no clear call, values can overlap the other calls; also: % is scaled to controls: 0 for no effect and ±100 for the full control effect; mostly tested at two doses, the higher about 12 µM
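Cells plated overnight at 1500 cells/well, then exposed to library compounds with dopamine controls for 90 minutes at 37 degrees C. DiscoveRx reagent added for 30–60 minutes at room temperature; luminescence read, quantitative HTS format.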
KB-V1 MDR tox – KB-V1 MDR subline cytotoxicity | KB-V1 MDR cells viability, CellTiter-Glo, 72 h | 3.4% of 400,000 active | Potency, µM (titrated, usually from 46.1 µM), inactives show at the highest dose activity change, negative = cytotoxicity, actives largely listed as cytotoxic; also: potency is read from the fitted curve at half-maximal effect; % is scaled to controls: 0 for no effect and ±100 for the full control effect; nearly all actives have a fitted effect of over 60% in size
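KB-V1 MDR subline cells in DMEM (phenol-red free, 10% FBS) exposed to compounds in qHTS concentration series for 72 h at 37 degrees C. Viability read by CellTiter-Glo luminescence; concentration-effect curves fitted after normalization and correction.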
* = called active by the depositor; i = inactive; ? = inconclusive; . = not tested or not shown; & = joins results of further samples; [ ] = another dose, or the depositor's remark. Unless noted, calls follow the shape of the dose curve; as a rule, active = well fitted curve in the direction sought with a large enough effect; inconclusive = small, poorly fitted or top-dose-only effect, or another doubt; inactive = no such curve, though single readings can be large; an effect the other way counts as inactive or inconclusive.

(1) COc1ccccc1CNC(=O)COC(=O)CSc1ccc(Cl)cc1
(2) Cc1cccc(OCCCn2c(CO)nc3ccccc32)c1
(3) N#C/C(=C\c1cccc(OC(=O)c2cccs2)c1)C(N)=O
(4) CN(C)CCOC(=O)C1(c2ccccc2)CCOCC1
(5) CCS(=O)(=O)c1ccc2oc(SCC(=O)NCCc3ccc(F)cc3)nc2c1
compound no. | 1 | 2 | 3 | 4 | 5
TDP43 rescue | -23% | -4% | ? | 21%&1% | 14%[9.22 µM]
GLP1R cytotox | 0% | -9% | -10% | 11%&-1% | 19%
D3 ag | -9 | 0 | 0 | -16&-4 | -2
GLP1R inv ag | 12% | ? | 5% | -7%&5% | -28%
PTHR1 agonist | ? | i | -39%[inhibitor] | i | -26%
GLP-1R agonist | 12% | 17% | 1% | -5%&-3% | 5%
aSyn rescue | 1% | 2% | 29% | 0%&1% | -1%
D3 antag | 0 | -1 | 8 | 6&-16 | 2
KB-V1 MDR tox | -3% | ? | 0% | -3%&1% | ?

(6) Cc1ccc(NC(=O)CN2C(=O)NC3(CCCc4ccccc43)C2=O)c(C)c1 (stereo unspecified)
(7) COc1c(C)cc(C(O)c2ncc(-c3cccc(C(F)(F)F)c3)[nH]2)cc1C (stereo unspecified)
(8) COC(=O)Cc1ccc(OC2(C)CCN(Cc3csc4ccccc34)C2)cc1 (stereo unspecified)
(9) Cn1c(C(=O)NCc2ccccn2)cc2c(=O)n(C)c3ccccc3c21
(10) CCS(=O)(=O)c1ccc(O)c(Nc2cc(C)nc(SC)n2)c1
compound no. | 6 | 7 | 8 | 9 | 10
TDP43 rescue | -26% | -2% | -9% | -9% | ?
GLP1R cytotox | 9% | -35% | -12% | 4% | -2%
D3 ag | -7 | -4 | -25 | -7 | 6
GLP1R inv ag | -31% | 13µM* | ? | 20% | 7%
PTHR1 agonist | i | -7% | -18% | -19% | -30%
GLP-1R agonist | -6% | 6% | -7% | -6% | .
aSyn rescue | -6% | -16% | 11% | 2% | .
D3 antag | 7 | 0 | -86* | -9 | .
KB-V1 MDR tox | -27% | -11% | 0% | ? | 0%

(11) Cc1c(Cl)ccc(S(=O)(=O)N2CCN(C)CC2)c1Cl
(12) Nc1nc(=O)n(C2OC(CO)C(O)C2O)cc1F (stereo unspecified)
(13) COc1cccc(CCC(=O)O)c1OC
(14) CN(C(=O)CSc1nc2cc(C(=O)O)ccc2c(=O)n1Cc1ccccc1)C1CCS(=O)(=O)C1 (stereo unspecified)
(15) CCC(=O)N1CCN(c2ccccc2NC(=O)c2cccc(C)c2)CC1
compound no. | 11 | 12 | 13 | 14 | 15
TDP43 rescue | 25% | 16% | -12% | 10% | -16%
GLP1R cytotox | 6% | -13% | 2% | 0% | -23%
D3 ag | 6 | -17 | 0 | 0 | 6
GLP1R inv ag | ? | ? | 17% | -11% | 3%
PTHR1 agonist | -40%[inhibitor] | -23% | i | i | 0%[57.5 µM]
GLP-1R agonist | 8% | -2% | 3% | -5% | 7%
aSyn rescue | -1% | 0% | -3% | 1% | 1%
D3 antag | ? | -78* | 13 | 10 | 5
KB-V1 MDR tox | -24% | 0% | ? | -4% | -8%

(16) COc1cccc(/C=N/n2c(-c3cc(C)[nH]n3)n[nH]c2=S)c1
(17) O=C(O)C1CCCN1C(=O)Oc1ccccc1 (stereo unspecified)
(18) O=C(O)C1CC(=O)N(c2ccc(OCc3ccc(Cl)cc3Cl)cc2)C1 (stereo unspecified)
(19) CN(CC(=O)Nc1ccccc1F)Cc1cccs1
(20) O=C(N/N=C/c1ccc(O)c(O)c1)c1ccc(CSc2cccc3cccnc23)cc1
compound no. | 16 | 17 | 18 | 19 | 20
TDP43 rescue | -5% | -18% | -12% | -1% | ?
GLP1R cytotox | 0% | 11% | -6% | -2% | -26%
D3 ag | -5 | 24 | -9 | -7 | -4
GLP1R inv ag | 12% | -3% | 2% | -7% | 9%
PTHR1 agonist | 26% | i | ? | i | -10%
GLP-1R agonist | 0% | -4% | 1% | 8% | 1%
aSyn rescue | 1% | 4% | 3% | 3% | 1%
D3 antag | ? | 13 | 5 | -5 | -15
KB-V1 MDR tox | 22% | 9% | -19% | ? | -10%

(21) Cc1cc(C)c(N(C(=O)c2csnn2)C(C(=O)NC(C)(C)C)c2ccncc2)c(C)c1 (stereo unspecified)
(22) CCC(=O)N1CCc2cc(OC)c(OC)cc2C1COc1ccccc1OC (stereo unspecified)
(23) Cc1ccc(OC(C)C(=O)N2CC(=O)Nc3ccccc32)c(C)c1 (stereo unspecified)
(24) O=C(NC(=S)NNC(=O)c1ccco1)c1ccc(F)cc1
(25) COC(CNC(=O)CNC(=S)N(Cc1ccccc1)Cc1cccnc1)OC
compound no. | 21 | 22 | 23 | 24 | 25
TDP43 rescue | 3% | . | -6% | ? | -9%
GLP1R cytotox | 2% | -1%&3% | -9% | -10% | -1%[0.307 µM]
D3 ag | 0 | 5&-9 | -4 | 0 | -14
GLP1R inv ag | -9% | 87%&18%[activator] | -3% | -12% | -11%[0.307 µM]
PTHR1 agonist | i | -12% | i | -41%[inhibitor] | i
GLP-1R agonist | 14% | 25%&-4% | 7% | -6% | 6%
aSyn rescue | 4% | . | -6% | ? | -4%
D3 antag | 3 | 2 | 3 | -14 | 0
KB-V1 MDR tox | -16% | ? | ? | -8% | 4%

(26) COc1ccc(NC(=O)c2sc(NC(=O)COc3ccccc3)nc2C)cc1
(27) O=C(CN(CC1CCCO1)C(=O)CCC(=O)Nc1ccccn1)NCc1ccccc1 (stereo unspecified)
(28) Cc1ccc(S(=O)(=O)N2CCOCC2)cc1NC(=O)CSc1nnnn1C
(29) Cc1cccc(NC(=O)Cc2nc(-c3c[nH]c(C(=O)N4CCCC4)c3)cs2)c1
(30) Cc1cccc2cc(CN(C(=O)c3cccc([N+](=O)[O-])c3)C(C)C)c(=O)[nH]c12
compound no. | 26 | 27 | 28 | 29 | 30
TDP43 rescue | -18% | 0% | . | 20% | -15%
GLP1R cytotox | -23% | -13% | -7% | -11% | ?
D3 ag | -1 | 6 | 5 | 52* | -10
GLP1R inv ag | 0% | 2% | 10% | 57%[activator] | -5%
PTHR1 agonist | -15% | -4%[57.5 µM] | i | -31%[inhibitor] | -1%
GLP-1R agonist | 8% | 7% | 1% | -12% | 9%
aSyn rescue | -3% | 9% | -5% | 2% | -5%
D3 antag | ? | 17 | -9 | 46 | -29
KB-V1 MDR tox | ? | 0% | 0% | ? | ?

(31) COc1ccc(CC(=O)Nc2c3c(nn2-c2cccc(Cl)c2)CS(=O)C3)cc1 (stereo unspecified)
(32) CCc1ccccc1NNC(=O)c1cc(C)on1
(33) Cc1ccc(CSCCNS(C)(=O)=O)cc1
(34) O=C(CSc1nc(=O)n(CCCN2CCOCC2)c2c1CCC2)Nc1cccc(F)c1
(35) O=C(NNC(=O)C1CC1c1ccccc1)Nc1ccccc1 (stereo unspecified)
compound no. | 31 | 32 | 33 | 34 | 35
TDP43 rescue | 9% | 2% | 23% | -21% | 18%
GLP1R cytotox | -7% | -22% | -7% | 14% | -9%
D3 ag | 0 | 9 | 1 | -10 | 2
GLP1R inv ag | -4% | ? | 0% | 6% | -8%
PTHR1 agonist | i | i | -13%[57.5 µM] | i | i
GLP-1R agonist | -1% | -2% | -3% | 10% | -1%
aSyn rescue | 1% | 13% | 7% | -3% | 3%
D3 antag | -18 | -12 | -7 | -2 | 0
KB-V1 MDR tox | -5% | -4% | 8% | -1% | 5%

(36) CC1=NN(c2ccccc2)C(=O)/C1=C/C=C/c1ccccc1
(37) Cc1ccc(C(=O)NCC(=O)OCC(=O)N(CC(C)C)c2c(N)n(Cc3ccccc3)c(=O)[nH]c2=O)s1
(38) CC(C)CCn1c(N2CCCC2)nc2c1c(=O)n(C)c(=O)n2C
(39) COc1ccc(N2CCN(S(=O)(=O)c3ccc4c(c3)CC(C)N4C(C)=O)CC2)cc1 (stereo unspecified)
(40) COc1ccc(Nc2oc(/C=C/c3ccc(OC)c(OC)c3)nc2C#N)cc1
compound no. | 36 | 37 | 38 | 39 | 40
TDP43 rescue | 3% | 14% | 11% | -9% | 28%
GLP1R cytotox | -10% | 0% | -10% | -7% | 25%
D3 ag | -3 | 2 | 2 | 8 | 4
GLP1R inv ag | 1% | 0% | 25% | -14% | 2%
PTHR1 agonist | -97%[inhibitor] | -14% | i | -83%[inhibitor] | i
GLP-1R agonist | 0% | 4% | 28% | . | .
aSyn rescue | 0% | -1% | 1% | . | .
D3 antag | -25 | 21 | 3 | . | .
KB-V1 MDR tox | ? | 18% | -5% | . | 3%

(41) Cc1cccc(N2CCN(C(=O)c3ccc4c(c3)N(Cc3ccccc3)C(=O)c3ccccc3S4(=O)=O)CC2C)c1 (stereo unspecified)
(42) COc1ccc(C)cc1NC(=O)c1nnn(CCc2ccccc2)c1N
(43) CCOc1ccc(C2OC(=O)Cc3cc(OC)c(OC)cc32)cc1 (stereo unspecified)
(44) CC(C)C(=O)N=C1SC2CS(=O)(=O)CC2N1Cc1ccccc1 (stereo unspecified)
(45) CCCc1ccc(S(=O)(=O)N2CCN(C(=O)CN3C(=O)NC(C)(C4CC4)C3=O)CC2)cc1 (stereo unspecified)
(46) COc1ccc(S(=O)(=O)N2CCC(O)(c3ccc(Cl)cc3)CC2)cc1
compound no. | 41 | 42 | 43 | 44 | 45 | 46
TDP43 rescue | 1% | -7% | 10% | -16% | 2% | 13%
GLP1R cytotox | 3% | -11% | -29% | 12% | 2% | -17%
D3 ag | 8 | -6 | 8 | -3 | 0 | -5
GLP1R inv ag | 9% | 7% | -1% | -17% | 11% | ?
PTHR1 agonist | i | -31%[inhibitor] | -4%[57.5 µM] | -9% | -46%[inhibitor] | -17%[57.5 µM]
GLP-1R agonist | . | 4% | 24% | 8% | -2% | -6%
aSyn rescue | . | 0% | 0% | 0% | 4% | -5%
D3 antag | . | -30 | -13 | -5 | -11 | 12
KB-V1 MDR tox | . | 8% | 6% | -22% | 9% | ?

Bioassay records from PubChem.

An excerpt; the hit share may differ from the screen's.
